High-throughput results deposited in PubChem by Sanford-Burnham Center for Chemical Genomics.
CXCR6 block: CXCR6 receptor inhibitors, primary screen, cell-based, beta-arrestin, luminescence, CHO-K1 PathHunter, 1536-well. inhibition, % at 20 µM. 0.36% of 360,000 active. AID 602244, 2012. C-X-C chemokine receptor type 6 (Homo sapiens), O00574; in the data active = inhibition above about 34%, passing the limit was not always enough;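 note: antagonist mode with CXCL16 agonist at 10 nM final; 0% = 10 nM CXCL16 with DMSO and 100% = unstimulated wells without agonist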
Target sequence (O00574 whole entry, looked up): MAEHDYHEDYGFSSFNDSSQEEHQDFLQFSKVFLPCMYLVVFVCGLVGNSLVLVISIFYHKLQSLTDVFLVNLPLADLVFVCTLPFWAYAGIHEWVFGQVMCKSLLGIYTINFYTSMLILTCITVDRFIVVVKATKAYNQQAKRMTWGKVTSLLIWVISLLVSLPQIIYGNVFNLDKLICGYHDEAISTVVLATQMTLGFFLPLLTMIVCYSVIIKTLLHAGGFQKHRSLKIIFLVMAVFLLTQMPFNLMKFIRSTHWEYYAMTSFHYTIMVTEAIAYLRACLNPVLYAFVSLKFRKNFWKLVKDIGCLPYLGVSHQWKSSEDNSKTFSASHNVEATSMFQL
UPR CHOP act: activators of apoptotic CHOP UPR arm, primary screen, cell-based, CHO-CHOP luciferase reporter, luminescence, uHTS; UPR activation; percent of tunicamycin response over DMSO baseline; 0.34% of 330,000 active; activation, % at 10 µM;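 active = at 10 µM dose, activation of 40% or more, normalized to positive control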;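 note: 100% = tunicamycin at 10 µg/mL and 0% = DMSO alone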
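assay system = CHO CHOP reporter cells | amount = 500 CHO-CHOP cells per well | buffer or medium = F12 with 10% FBS | incubation = 16-18 h cell attachment, then 6 h compound exposure, 37 °C | detection = luminescence read with Steady-Glo | read-out = percent activation relative to tunicamycin control | controls = tunicamycin high control, DMSO low control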
Mdm2 MdmX PPI: inhibitors of human Mdm2-MdmX association, primary screen, cell-based, luminescence, split luciferase, SaOS-2, uHTS. Protein Mdm4 (Homo sapiens) + E3 ubiquitin-protein ligase Mdm2 (Homo sapiens), …. inhibition, % at 8 µM. SaOS-2 split-luciferase Mdm2/MdmX complementation. 3% of 330,000 active;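 active = inhibition of at least 50% at 8 µM in the primary screen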
UPR XBP1 act: activators of adaptive XBP1 UPR arm, primary screen, cell-based, CHO-XBP1 luciferase reporter, luminescence, uHTS. activation, % at 20 µM. 0.33% of 330,000 active. IRE1-XBP1 UPR activation; percent of tunicamycin response, DMSO as zero;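 active = versus positive control, 20 µM dose yields 30% or more activation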;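 note: 100% = tunicamycin at 10 µg/mL and 0% = DMSO only wells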
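Material: CHO-XBP1 cells stably carrying IRE1-XBP1-driven luciferase reporter | Medium: F12 with 10% serum | Compound dosing: 20 µM single concentration, DMSO 1% | Incubation: Overnight seeding at 37 °C, 6 h compound treatment at 37 °C | Detection: Steady-Glo luminescence read | Read-out basis: % activation of reporter signal versus tunicamycin and DMSO controls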
APJ ag: agonists of human apelin receptor APJ, primary screen, CHO-K1 cells, PathHunter beta-arrestin, luminescence. P35414. 0% DMSO wells, 100% apelin. activation, % at 20 µM. 0.11% of 330,000 active. AID 2520, 2010;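 active = activation more than six SD over the plate average, tested at 20 µM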;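 note: 0% = DMSO alone and 100% = apelin-13 at 10 nM; some results filed as inactive read as strong as hits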
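Test system – PathHunter CHO-K1 APJ (AGTRL-1) beta-arrestin reporter cells · Input – 1000 cells/well · Compound – single test compound dose, 20 µM final, 1% DMSO · Times – compound stimulation 90 min at 25 °C, detection 60 min · Technique – beta-gal luminescence · Read-out basis – APJ–arrestin association signal · Control set – negative DMSO alone, positive Apelin-13 at 10 nM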
EBI2 block: EBI2 receptor antagonists, beta-arrestin recruitment, primary screen, cell-based, luminescence, 7a,25-OHC stimulation, uHTS; 7a,25-OHC stimulated; inhibition, % at 5 µM; 0.81% of 360,000 active; in the data active = inhibition above about 38%;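 note: enzyme fragment complementation signal reports receptor beta-arrestin coupling in cells; 0% = agonist plus DMSO wells and 100% = wells without agonist; some results beyond the cut were filed as inactive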
Target sequence (P32249 whole entry, looked up, the tested form may be a part): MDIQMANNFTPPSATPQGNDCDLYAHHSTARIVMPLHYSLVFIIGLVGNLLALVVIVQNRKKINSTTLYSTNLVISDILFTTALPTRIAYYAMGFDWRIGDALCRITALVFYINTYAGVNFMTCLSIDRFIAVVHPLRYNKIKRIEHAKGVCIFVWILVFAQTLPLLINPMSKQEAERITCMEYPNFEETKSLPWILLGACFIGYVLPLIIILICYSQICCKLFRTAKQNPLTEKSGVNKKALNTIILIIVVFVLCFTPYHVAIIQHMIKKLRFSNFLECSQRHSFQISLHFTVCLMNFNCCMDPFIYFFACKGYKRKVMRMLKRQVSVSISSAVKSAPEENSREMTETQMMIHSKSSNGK
CCR6 antagonist: CCR6 receptor antagonists, primary screen, cell-based, CHO-K1, luminescence, beta-arrestin, uHTS | inhibition, % at 20 µM | CHO-K1 CCR6 PathHunter beta-arrestin, CCL20-stimulated | AID 493098, 2011 | C-C chemokine receptor type 6 (Homo sapiens), P51684 | 0.49% of 340,000 active;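 active = compounds whose inhibition of the agonist-driven luminescence signal at 20 µM reaches about 50%, limit read from the data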;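 note: cells stimulated with CCL20 at 14 nM final; plate controls were DMSO with CCL20 for no effect and DMSO without agonist for full effect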
tim23-1 inh: growth inhibitors of tim23-1 mutant yeast, primary screen, luminescence, uHTS | S. cerevisiae tim23-1 growth, BacTiter-Glo luminescence, 24 h | inhibition, % at 20 µM | 1.3% of 330,000 active;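 active = growth inhibition of the mutant yeast at or above 50%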;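 note: temperature-sensitive mutant grown at 25 °C; plate controls were DMSO-treated mutant yeast for no effect and medium wells lacking yeast for full effect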
APJ antag: antagonists of human apelin receptor APJ, primary screen, CHO-K1 cells, beta-arrestin complementation, luminescence | inhibition, % at 20 µM | 0.32% of 330,000 active;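 active = inhibition above about 40% at 20 µM, limit read from the data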;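 note: cells challenged with 10 nM apelin-13 agonist together with compound; plate controls were apelin-13 plus DMSO wells for no effect and DMSO wells lacking apelin-13 for full effect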
* = called active by the depositor. This is a subset, so the mix of outcomes need not match the whole.

molecule,CXCR6 block,UPR CHOP act,Mdm2 MdmX PPI,UPR XBP1 act,APJ ag,EBI2 block,CCR6 antagonist,tim23-1 inh,APJ antag
CC(=O)c1c(N2CCN(C)CC2)nc(=S)n(-c2cc(C)ccc2C)c1C,9,0.1,-2,-3,-2,1,12,8,-4
CCOC(=O)c1c(S(=O)(=O)N2CCCC(C)C2)c(C)n(C)c1C (stereo unspecified),8,-0.8,14,-3,9,-3,16,3,-36
CN(C)/C=N/c1nc(Sc2ccc(C(F)(F)F)cc2[N+](=O)[O-])n[nH]1,-9,0.0,-20,1,2,-6,1,13,-7
COC(=O)c1ccc(-c2noc(CN(C)CC3CCCCO3)n2)cc1 (stereo unspecified),2,0.2,11,-3,-5,7,9,12,11
CC(=O)NCC(=O)OCC(=O)c1ccc(Cl)cc1,3,-1.9,-3,0,-4,-11,6,6,9
COc1ccc(CCN2C(=O)C3C4CC(C5C(C(=O)O)=NOC45)C3C2=O)cc1OC (stereo unspecified),-4,0.1,2,-2,-4,-1,-1,6,4
COc1ccc(S(=O)(=O)NCCc2c[nH]c3ccc(Cl)cc23)cc1,2,0.4,17,-2,0,10,3,23,-5
O=C(C1=C(O)C(=O)N(Cc2ccccc2)C1c1cccnc1)c1ccco1 (stereo unspecified),-2,-1.3,11,-1,-2,-5,3,-2,2
COC(=O)C(C(=O)NCC1CCCO1)C1CCCC1 (stereo unspecified),5,1.0,0,0,-3,-3,12,-3,-13
CN(CCC#N)C(=S)Nc1ccc(Oc2ccccc2)cc1,-3,0.0,-46,-1,-5,-13,4,-5,2
COC(=O)c1ccc(NC(=S)NCCC2=CCCCC2)cc1,6,-1.1,22,-4,-3,21,13,-12,-6
Cn1nc(C(=O)NCc2ccccc2Cl)c2c1-c1ccccc1S(=O)(=O)C2,1,-0.7,6,0,-4,-1,7,-9,12
CC(=O)c1ccc(OCc2cc(C(=O)N(C)C(C)c3nccs3)no2)cc1 (stereo unspecified),2,4.8,-34,-3,5,-4,0,29,3
O=C(c1cccc(C(F)(F)F)c1)N1CCN(c2cc(=O)[nH]nc2-c2ccccc2)CC1,5,0.3,-5,0,-4,-5,6,9,8
O=S(=O)(Nc1ccncc1)c1cc(Cl)c(Cl)cc1Cl,5,1.5,-9,-2,3,1,0,14,3
Cc1c(C(N)=O)sc2nc(-c3ccccc3)cn12,-6,5.3,-16,4,-2,-5,6,11,-1
O=C(NCc1cccs1)c1nc2c(nnn2Cc2ccc(F)cc2)c(=O)[nH]1,-7,-2.2,-26,1,-3,10,-4,20,5
Cn1nc(C(C)(C)C)c([N+](=O)[O-])c1C(=O)NC(C)(C)C,-3,-0.1,9,3,-1,-14,3,1,-3
CCOC(=O)C1CCN(C(=O)C2CC(=O)N(c3ccc(C)cc3)C2)CC1 (stereo unspecified),-3,-1.2,14,-1,-2,9,-4,-2,4
Cc1noc(C)c1COc1cccc(C(=O)OCC(=O)N2CC(=O)Nc3ccccc32)c1,14,-1.5,50*,2,-6,6,9,3,-4
COc1ccc(/C=N/NC(=S)Nc2cc(S(=O)(=O)N3CCOCC3)ccc2N2CCOCC2)cc1O,2,2.0,51*,1,1,-7,-5,-3,0
CCN(Cc1cnn(C)c1)Cc1nc(C2(c3ccc(C)cc3)CCCC2)no1,2,-0.5,-10,-4,-6,4,15,19,-6
CC(=O)ONC(=Nc1ccccc1)c1nonc1N,0,-1.1,20,-2,-1,-12,5,-11,-12
O=C(c1ccccc1Br)N1CCN(c2ccccn2)CC1,-4,-1.5,-7,3,-1,2,14,23,-19
CCc1ccc(CN2CCN(C(=O)c3ccco3)CC2)cc1,0,-0.4,-29,-6,1,-5,15,6,-2
CCCCOc1ccc(CSC2=NCCN2)cc1[N+](=O)[O-],-2,-0.1,30,5,-2,14,15,9,-1
CCc1cc2c(Sc3nc4ccccc4s3)ncnc2s1,-4,5.5,28,-3,-2,6,-7,31,-15
O=C(CN1C(=O)COc2ccc(S(=O)(=O)N3CCCCCC3)cc21)NCc1ccc(F)cc1,4,-2.3,33,-3,-3,10,14,-1,10
C/C(=N\NC(=O)Cn1nc(C)c([N+](=O)[O-])c1C)c1ccc(O)cc1,-1,0.1,13,0,-4,-9,11,8,-2
CCNC(=O)OCC12CC3CC(CC(C3)C1)C2,11,-0.3,-2,0,-5,-1,5,15,-24
COc1cc(CN2CCNC(=O)C2CC(=O)NC2CCCCC2)cc(OC)c1 (stereo unspecified),-2,0.6,11,-5,-2,6,12,24,-31
COc1ccc(CN(C)C(=O)c2ccncc2)c(OC)c1,-6,-0.7,14,0,2,10,10,-4,6
COCCN(C(=O)c1ccc(COc2ccccc2)o1)c1c(N)n(CC(C)C)c(=O)[nH]c1=O,5,-2.6,-16,-4,-1,-2,-3,-7,6
Cc1cccc(-c2nnc(SCC(=O)Nc3nc4c(s3)CCCC4)n2C)c1,0,0.3,-5,0,-2,1,-9,6,2
Cc1ccc(C[n+]2ccccc2)cc1,-5,0.6,10,0,1,2,-5,-1,4
COC(=O)N/N=C/c1cc(Br)ccc1O,-6,2.5,10,1,3,-12,-2,2,-24
COc1ccc(NC(=O)COc2ccc(N(C)S(=O)(=O)c3ccc(Cl)cc3)cc2)cc1,-2,-0.8,11,-1,-1,36,-1,-1,-1
Cc1cc(C(F)F)n2nc(C(=O)Nc3ccc(S(=O)(=O)NC45CC6CC(CC(C6)C4)C5)cc3)nc2n1,6,-1.9,-1,2,0,7,-2,21,10
Cc1ccc(OCCNc2ccc(S(=O)(=O)N3CCCC3)cn2)cc1,1,0.4,6,0,-3,27,18,18,-38
CC(NC(=O)c1cc(-c2ccccn2)nc2ccc(Cl)cc12)C1CCCO1 (stereo unspecified),-1,11,13,-3,-3,-32,-7,34,4
Cc1ccc(NC(=O)c2cc(S(=O)(=O)NCCC3=CCCCC3)ccc2F)cc1,14,1.6,8,-3,-1,13,25,42,-15
CC(C)C(=O)Nc1cc(S(=O)(=O)Nc2ccc(Cl)cc2)ccc1Cl,1,-2.0,9,-3,0,-11,15,35,14
COc1ccc(-c2nnc(SCCOc3cccc(C)c3)n2N)cc1,3,0.5,21,1,0,7,11,6,9
C[C@@H]1O[C@@H](OC[C@H]2O[C@@H](Oc3c(-c4ccc(O)cc4)oc4cc(O)cc(O)c4c3=O)[C@H](O)[C@@H](O)[C@@H]2O)[C@H](O)[C@H](O)[C@H]1O,5,-1.2,-1,-2,-3,1,12,-5,-9
O=C(Nc1ccc(N2CCOCC2)cc1)c1cc2c(s1)CCCCC2,13,0.3,6,-2,0,8,9,31,16
CC1C(=O)C(C)C(c2ccc(Cl)cc2)NC1c1ccc(Cl)cc1 (stereo unspecified),3,-1.3,-17,-3,1,22,8,37,-22
CCCCCSc1nnc(-c2ccccc2N)c(=O)[nH]1,7,0.9,9,-3,-2,-2,9,21,10
CC1=C(C#N)C(c2ccccc2O)C(C#N)=C(C)N1,-3,-0.5,4,-1,-1,-2,3,0,-8
COc1ccc(S(=O)(=O)N2CCCCCC2)cc1C(=O)N(C)Cc1ccc(C(C)(C)C)cc1,2,0.4,53*,-3,8,4,14,11,16
CCN1CCN(c2ccc(NC(=O)c3cccc(N4CCCC4=O)c3)cc2)CC1,-1,1.9,-4,-1,-1,3,13,2,-6
O=C(NC(CSCc1ccccc1)C(=O)N/N=C/c1ccc(O)cc1O)c1ccc([N+](=O)[O-])cc1 (stereo unspecified),-6,-2.0,65*,-2,5,-3,6,3,-58
CCCOC(=O)c1cc(-c2ccc(C=O)o2)ccc1Cl,-5,2.0,-21,-2,-2,-7,-19,46,-15
Cc1nc(N2CCN(C(=O)COc3ccccc3)CC2)c2c(C)c(C)sc2n1,-8,-2.1,36,-1,2,51*,7,27,7
CC1(C)CN=c2s/c(=C\c3ccc(Cl)cc3)c(=O)n2C1,0,2.4,-30,-1,-3,15,5,19,4
NC(=O)C1CCN(c2oc(-c3ccccc3)nc2S(=O)(=O)c2ccc(Br)cc2)CC1,3,-1.3,8,-5,-1,1,-2,-6,6
CCN(CC)C(=O)CN1CCN(c2ncccn2)CC1,-1,-1.3,25,-5,-2,0,-8,9,-2
C=C1CCN(C(C)C(=O)OC)S(=O)(=O)c2ccccc21 (stereo unspecified),-4,0.7,-13,-1,7,0,0,13,-51
O=C(NCC(c1cccs1)N1CCOCC1)c1cc(S(=O)(=O)N2CCOCC2)c(Cl)cc1Cl (stereo unspecified),3,1.1,22,-1,-3,4,8,-7,2
Cc1c2n(c3ccccc13)CC/C2=N\O,-11,-0.6,4,2,4,-9,-2,6,11
CCCCNC(=O)CSc1nc2ccccc2c(=O)n1Cc1ccc2c(c1)OCO2,0,-2.3,19,-1,-6,-1,-1,-15,17

New compounds follow
molecule,CXCR6 block,UPR CHOP act,Mdm2 MdmX PPI,UPR XBP1 act,APJ ag,EBI2 block,CCR6 antagonist,tim23-1 inh,APJ antag
COc1ccc(NC(=S)NC23CN4CN(CN(C4)C2)C3)cc1,1,-2.0,8,-2,-4,-5,9,0,2
O=C(Nc1c2c(nn1-c1ccc(F)cc1)CS(=O)C2)c1ccc(Br)o1 (stereo unspecified),4,0.0,11,-3,-4,9,5,-5,-3
O=C(NCC1CCCO1)c1nnc(Cc2ccc(F)cc2)o1 (stereo unspecified),-6,0.7,0,7,-1,1,-12,-5,-62
CCOc1ccc(-c2nnn(CC(=O)c3ccc4c(c3)OCCO4)n2)cc1,4,1.4,22,-2,3,4,16,-10,1
CC1CCc2sc(C(=O)NNC(=O)c3ccncc3)cc2C1 (stereo unspecified),-4,-0.1,10,-2,10,-16,14,6,-58
O=C(COC(=O)COc1ccc(Cl)cc1Br)NCc1cccs1,-3,1.2,-15,2,-1,-7,14,7,-2
